USP1-UAF1 inh: inhibitors of human USP1/UAF1 deubiquitinase | O94782 | recombinant USP1/UAF1, Ub-Rhodamine cleavage fluorescence | Potency, µM (doses to about 57.1 µM), without a hit: at the highest dose activity change, negative = inhibition, hits mostly inhibitors | 390,000 tested, 0.23% active; note: potency is the fitted concentration of half-maximal effect; % is set by controls: 0 for no effect and ±100 for the full control effect; nearly all actives have a fitted effect of over 60% in size; inactives centre near -12
Target sequence (O94782 whole entry, looked up): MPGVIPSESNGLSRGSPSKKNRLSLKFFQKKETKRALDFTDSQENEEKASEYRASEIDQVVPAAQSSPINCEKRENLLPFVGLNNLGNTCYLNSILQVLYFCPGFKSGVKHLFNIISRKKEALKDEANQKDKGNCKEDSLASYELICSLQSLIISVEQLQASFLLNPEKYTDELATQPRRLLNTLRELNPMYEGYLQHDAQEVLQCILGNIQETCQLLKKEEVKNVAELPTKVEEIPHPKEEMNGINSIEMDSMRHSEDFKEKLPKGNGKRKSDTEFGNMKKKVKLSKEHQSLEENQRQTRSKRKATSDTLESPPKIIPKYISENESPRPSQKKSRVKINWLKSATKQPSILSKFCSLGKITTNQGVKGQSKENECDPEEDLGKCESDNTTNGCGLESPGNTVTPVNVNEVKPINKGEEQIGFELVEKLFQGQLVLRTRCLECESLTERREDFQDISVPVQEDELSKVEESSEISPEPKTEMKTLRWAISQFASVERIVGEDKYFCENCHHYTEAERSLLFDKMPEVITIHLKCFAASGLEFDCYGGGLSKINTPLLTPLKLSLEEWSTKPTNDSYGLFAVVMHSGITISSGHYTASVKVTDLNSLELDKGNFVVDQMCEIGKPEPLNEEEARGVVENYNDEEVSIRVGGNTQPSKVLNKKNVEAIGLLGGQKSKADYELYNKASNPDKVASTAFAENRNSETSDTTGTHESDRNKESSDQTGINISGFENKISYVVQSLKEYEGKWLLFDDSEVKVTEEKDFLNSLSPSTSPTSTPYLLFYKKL
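USP1/UAF1 complex (1 nM) preincubated 15 min at room temperature with compound, then Ub-Rho substrate (150 nM final) added. Kinetic fluorescence at 480/540 nm over 6 reads at 60 s intervals; 50 mM HEPES pH 7.8, 0.5 mM EDTA, 0.1 mg/ml BSA, 1 mM TCEP, 0.01% Tween-20.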
PI4K2A inh: inhibitors of human PI4K2A. purified PI4K2A, ADP-Glo luminescence, 1 h; hits give low values. activity change, negative = inhibition, % at 76.9 µM. 420,000 tested, 0.13% active; in the data active = activity change below about -50%; inconclusive = mostly about -30% to -49%;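 note: -100% = wells without enzyme as full effect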
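In this quantitative HTS, ADP production by PI4K2A was quantified luminescently after 1 h at ambient temperature; 100 microM adenosine served as plate-quality control.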
LDHA block: inhibitors of human lactate dehydrogenase A; activity change, % (values are at about 110 or 230 µM); 480,000 tested, 0.15% active; purified LDHA, NADH/diaphorase-resazurin fluorescence; hits give low values; P00338; in the data active = activity change below about -30%; inconclusive = mostly about -25% to -30%;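 note: plate controls were DMSO wells for no effect and wells without enzyme for full effect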
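Remaining NADH was detected by diaphorase (0.133 mg/mL) converting 37 µM resazurin to fluorescent resorufin, read at 0 and 20 minutes. The preceding 5-minute room-temperature reaction used 2 nM LDHA, 0.2 mM sodium pyruvate and 0.06 mM NADH at pH 7.4.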
TrxR1 substrate: substrates of rat thioredoxin reductase 1 | purified TrxR1 substrate turnover, NADPH consumption readout | AID 588456 | Potency, µM (highest dose often 114 µM), for inactives: at the top dose activity change, negative = substrate turnover | 390,000 tested, 0.01% active; note: potency is the fitted concentration of half-maximal effect; % is set by controls: 0 for no effect and ±100 for the full control effect; nearly all actives have a fitted effect of over 50% in size
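Rat TrxR1, dispensed at 90 nM, was prereduced with 400 uM NADPH (final) for 5 min at ~22 deg C, then incubated with compound 15 min before 400 uM selenite. A first-read NADPH fluorescence drop versus no-compound background flagged substrates.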
RXFP1 ag: activates the human relaxin receptor RXFP1. Q9HBX9. HEK293T-RXFP1 cAMP TR-FRET, 30 min; response scale: percent of porcine relaxin response, buffer zero. Potency, µM (titrated, usually from 57.5 µM), inactives show top-dose activation, usual class: activators. 370,000 tested, 0.3% active. AID 2676; note: potency is the fitted concentration of half-maximal effect; % is set by controls: 0 for no effect and ±100 for the full control effect; nearly all actives have a fitted effect of over 60% in size; many of its hits are not listed in these tables
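cAMP rise read by TR-FRET after 30 min, 37C compound exposure (up to 58 uM) in RXFP1-transfected HEK293 cells with Ro 20174 present. EC50 from Hill-equation fits, with 29 nM porcine relaxin as 100% and buffer as basal.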
mIDH1 inhibitor: inhibitors of human mutant IDH1 R132H; Potency, µM (top dose mostly 76.6 µM), for the others: at the top dose activity change, negative = inhibition, actives largely listed as inhibitors; O75874; AID 602179; IDH1-R132H enzyme, NADPH consumption, diaphorase/resazurin fluorescence; 390,000 tested, 0.093% active; note: potency is the fitted concentration of half-maximal effect; % is set by controls: 0 for no effect and ±100 for the full control effect; nearly all actives have a fitted effect of over 65% in size
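IDH1-R132H (0.5 ug/mL dispensed) in pH 7.5 Tris buffer was preincubated 30 min with compound, then given a substrate mix of 0.016 mM NADPH and 2 mM alpha-KG for 80 min at room temperature; remaining NADPH was read by diaphorase/resazurin fluorescence.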
Vif-A3F inh: Vif-A3F binding inhibition. HeLa A3F-eYFP + Vif (tagged APOBEC3F with the HIV-1 protein that degrades it), YFP fluorescence increase. Potency, µM (titrated, usually from 46.1 µM), for inactives: at the highest dose activity, negative = active. 390,000 tested, 0.2% active. AID 602313; note: potency is the fitted concentration of half-maximal effect; % of control where 0% means no effect; nearly all actives have a fitted effect of over 65% in size
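HeLa cells stably expressing A3F-eYFP plus Vif, plated and incubated overnight at 37 deg C, then exposed to compounds overnight at 37 deg C. Blocked degradation read as raised yellow fluorescence (Ex 488/Em 500-530).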
Vif-A3G inh: blocks the Vif interaction with human APOBEC3G; HeLa A3G-eYFP + Vif (tagged APOBEC3G with the HIV-1 protein that degrades it), YFP fluorescence, overnight; Potency, µM (top dose mostly 46.1 µM), without a hit: at the top dose activity, negative = active, hits mostly inhibitors; 410,000 tested, 0.076% active;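 note: potency is the fitted concentration of half-maximal effect; % is set by controls: 0 for no effect and ±100 for the full control effect; nearly all actives have a fitted effect of over 60% in size; hits raise eYFP signal because A3G escapes Vif-driven loss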
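Read-out is eYFP fluorescence (Ex 488/Em 500-530) from Vif-expressing HeLa A3G-eYFP cells; more signal means A3G escaped Vif-mediated degradation. Cells plated overnight, compound pinned in, incubated overnight at 37 deg C.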
Glioma ERSR ind: induces the endoplasmic reticulum stress response in human glioma cells; 420,000 tested, 0.02% active; U87-MG GRP78 promoter luciferase reporter, 16 h; AID 602332; Potency, µM, for inactives: top-dose activation, hits mostly activators; note: potency is the fitted concentration of half-maximal effect; series mostly up to about 76 µM; % of control where 0% means no effect; nearly all actives have a fitted effect of over 35% in size
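Stably transfected U87-MG glioma cells carrying a GRP78-based luciferase sensor; 16 h compound incubation. Luminescence end-point read 10 min after Bright-Glo addition at room temperature.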
* marks the source's active call; other numbers are inactive results; ? = inconclusive; . = not tested or not shown; & = joins results of further samples; [ ] = dose if it differs, or a comment. Unless noted, calls come from the whole dose curve; as a rule, active = well fitted curve in the direction sought with a large enough effect; inconclusive = small, poorly fitted or top-dose-only effect, or another doubt; inactive = no such curve, though single readings can be large; an effect the other way counts as inactive or inconclusive. The list is partial, so the mix of outcomes need not match the whole.

USP1-UAF1 inh	PI4K2A inh	LDHA block	TrxR1 substrate	RXFP1 ag	mIDH1 inhibitor	Vif-A3F inh	Vif-A3G inh	Glioma ERSR ind	SMILES
-21%	2	0	6%[57.1 µM]	0.0%	-1%	3%	-1%	-1%	Oc1ccccc1CNc1nc2ccccc2n1CCN1CCCCC1
-9%	1	-12	-7%	?	-5%	-5%	0%	1%	CCOC(=O)c1cc2c(nc1NC(=S)NCc1ccccc1)CCCC2
-30%	-1	-1	4%	0.2%	-10%	2%	1%	12%	COc1cccc(C(=O)NNC(=O)C(=O)Nc2ccc(C)cc2)c1
-12%	0	-2	-9%	1.6%	3%	0%	-3%	1%	COCCN1CCc2c(C)nc3c(-c4ccc(OC)c(OC)c4)cnn3c21
-5%	-2	-3	-11%	2.3%	-4%	-7%	-2%	-4%	CCn1c(O)c(N=NC(=O)CNC(=O)/C=C/c2ccco2)c2ccccc21
-31%	8	-5	50%[activator]	0.1%	7%	-5%	-1%	2%	O=C(NC1CCCCC1)N(CCN1CCCC1)Cc1cc2cc3c(cc2[nH]c1=O)OCCO3
-5%	-1	-3	-8%	0.3%	-5%	1%	1%	-3%	CCOc1ccccc1NC(=O)CN1CCN(Cc2ccccc2)CC1
-5%	3	-10	5%	5.3%	1%	0%	2%	-6%	O=c1c2sccc2n(Cc2cc(=O)n3ccccc3n2)c(=O)n1-c1ccccc1
?	-1	-9	0%	.	-2%	-9%	-6%	-3%	CNC(=O)c1sc(N2N=C3/C(=C\c4ccccc4)CCCC3C2c2ccccc2)nc1C (configuration not stated)
-14%	5	-3&7	38%[activator]	-0.9%	0%	1%	0%	3%	Cc1cc(=O)oc2cc(OC(C)C(=O)NCCc3ccc(S(N)(=O)=O)cc3)ccc12 (configuration not stated)
-21%	-2	1	7%	2.7%	17%	-11%	0%	-2%	CC(=O)c1ccc(OCC(O)CN2CCN(CCO)CC2)cc1 (configuration not stated)
-9%	-10	-1	0%	-0.5%	7%	-1%	2%	-5%	CC(=O)Oc1ccccc1C1OCCN1C(C)=O (configuration not stated)
-22%	-4	-4	-12%	3.0%	3%	12%	1%	-3%	O=C(NCc1ccccc1)C(=O)NCC1OCCN1C(=O)c1cccs1 (configuration not stated)
-1%	-19	-2	0%[57.1 µM]	-0.4%	2%	-3%	2%	-10%	COc1ccc2nc(N=Nc3ccc(N(C)C)cc3)sc2c1
-17%	4	-7	-2%	1.0%	9%	1%	-7%	-1%	CSc1ccccc1NC(=O)c1ccco1
-16%	1	-2	1%	-1.2%	20%	-18%	-5%	0%	CC(=O)c1ccc(N(C(=O)c2ccco2)C(C(=O)NC2CCCC2)c2ccc(N3CCOCC3)cc2)cc1 (configuration not stated)
?	2	-6	6%[57.1 µM]	1.4%	5%	-1%	4%	-6%	COc1cccc2cc(C(=O)NNC(=O)c3ccc(Br)cc3)c(=O)oc12
-9%	-6	3	-7%	0.5%	-1%	2%	-7%	-4%	CC1(C)CC(=O)C2=C(C1)OC(N)=C(C#N)C2C1CC=CCC1 (configuration not stated)
-5%	-3	-6	1%	0.7%	2%	3%	-2%	-5%	Clc1ccc(Cl)c(OCCN2CCOCC2)c1
.	3	-6	.	.	.	.	-1%	-1%	COc1ccccc1-c1cnc(C(O)c2cccc(CN3CCCCC3)c2)[nH]1 (configuration not stated)
-2%	8	?	9%[57.1 µM]	-0.4%	-1%	-4%	2%	7%	OCC1CCCN(Cc2ccc(-c3ccccc3)cc2)C1 (configuration not stated)
1%	-1	1	-7%	-3.0%	-5%	9%	-10%	8%	O=C(c1ccccc1F)N(Cc1ccccc1)C1CCS(=O)(=O)C1 (configuration not stated)
-7%	3	-2	-10%	-0.5%	5%	0%	1%	-5%	Cc1ccc2c(CSc3nnnn3C)cc(=O)oc2c1
-21%	0	-5	-2%[57.1 µM]	0.0%	1%	-16%	7%	4%	[O-]/C(=C(\C(=S)Nc1ccc(SC(F)F)cc1)[n+]1cccc(CO)c1)c1ccc(Cl)s1
-8%	5	0	2%[57.1 µM]	-3.2%	7%	6%	-4%	-4%	COc1ccccc1Oc1ccccc1[N+](=O)[O-]
-22%	6	-4	-7%[57.1 µM]	-0.4%	3%	-19%	1%	-5%	COc1ccc(NS(=O)(=O)c2ccc(N3CCOCC3)c(NC(=O)c3ccco3)c2)cc1
-26%	-4	-2	-9%	-0.4%	7%	10%	1%	0%	CN(Cc1ccsc1)C(=O)CCc1nnc(Cc2c[nH]c3ccccc23)o1
-16%	4	3	0%[57.1 µM]	1.3%	13%	8%	-1%	2%	Cc1nc(Sc2ccc(Cl)cc2)c(C#N)c(C)c1[N+](=O)[O-]
-6%	4	-9	-2%	2.9%	0%	-15%	0%	-2%	CCN(CC(=O)Nc1c(F)cccc1F)C(=O)c1ccccc1F
-18%	3	-2	-4%	2.1%	12%	1%	0%	-6%	CN1CCN(CC#CCC2(O)c3ccccc3-c3ccccc32)CC1
-21%	-1	-5	7%	-9.4%	7%	-8%	2%	0%	Clc1ccc(N=C2SCCS2)cc1
.	5	-8	.	.	.	.	-7%	6%	O=NN(Cc1cccnc1)C(=O)NC1CCCCC1
?	-3	-10	15%	1.4%	1%	-4%	-6%	4%	CCOc1ccc(NC(=O)c2cnn3c2NC(C)=C(C(=O)Nc2ccc(Cl)cc2)C3c2ccc(OC)c(OC)c2)cc1 (configuration not stated)
-23%	8	-19	5%	0.8%	-1%	9%	0%	-4%	COc1ccc(CC(=O)NCC2CCCN(Cc3cccc(SC)c3)C2)cc1 (configuration not stated)
-10%	-2	-7	-12%	0.7%	-1%	-12%	-3%	-2%	CN(C)CCN(Cc1ccco1)S(=O)(=O)c1ccc(-c2ccc(=O)[nH]n2)s1
10%	-1	0	-1%	1.7%	-2%	0%	1%	-1%	CCc1c(O)nc(SCC(N)=O)n(-c2ccccc2F)c1=O
-11%	-6	-6	-7%	-3.5%	9%	1%	4%	-1%	COc1ccc(N2CCN(C(=O)CCc3ccccc3OC)CC2)cc1
-23%	2	-3	-2%	0.1%	-8%	-28%	-4%	?	O=C(Cc1ccc(Cl)cc1)NC(=S)Nc1ccccc1O
-6%	-1	-3	-1%[57.1 µM]	-0.1%	-5%	-2%	-16%	-10%	Oc1ccc(C[C@@H]2CNCCN2CCCCC2CCCCC2)cc1
-14%	-2	2	51%[activator]	.	7%	8%	2%	-2%	Cc1cccn2c(=O)c3cc(C#N)c(=N)n(CCCN4CCOCC4)c3nc12
-1%	-2	-9	-2%	1.8%	3%	-3%	4%	-2%	C/C(=N/NC(=O)CNC(=O)/C=C/c1ccccc1)c1ccco1
-21%	0	-10	8%	0.8%	-1%	0%	-1%	-4%	COC(=O)CCC(=O)N1CCC(CCC(=O)NCc2ccc(F)cc2)CC1
-14%	-19	4	6%	1.6%	5%	-14%	-1%	-1%	Cc1ccc(-n2ncc3c(NCc4ccccn4)ncnc32)c(C)c1
-4%	-2	-2	-9%	1.8%	-10%	1%	3%	3%	CCOC(=O)c1cc(C)n(CC2CCC(C(=O)Nc3cccc(C)c3)CC2)c1C (configuration not stated)
-12%	2	7	-5%	2.1%	-1%	5%	?	-4%	O=c1c2ccccc2nc(-c2cccs2)n1-c1ccc2ccccc2c1

An excerpt of these results, with bars between the fields.
structure | USP1-UAF1 inh | PI4K2A inh | LDHA block | TrxR1 substrate | RXFP1 ag | mIDH1 inhibitor | Vif-A3F inh | Vif-A3G inh | Glioma ERSR ind
Cc1nc(Sc2ccc(Cl)cc2)c(C#N)c(C)c1[N+](=O)[O-] | -16% | 4 | 3 | 0%[57.1 µM] | 1.3% | 13% | 8% | -1% | 2%
CCN(CC(=O)Nc1c(F)cccc1F)C(=O)c1ccccc1F | -6% | 4 | -9 | -2% | 2.9% | 0% | -15% | 0% | -2%
CN1CCN(CC#CCC2(O)c3ccccc3-c3ccccc32)CC1 | -18% | 3 | -2 | -4% | 2.1% | 12% | 1% | 0% | -6%

The list goes on:
USP1-UAF1 inh	PI4K2A inh	LDHA block	TrxR1 substrate	RXFP1 ag	mIDH1 inhibitor	Vif-A3F inh	Vif-A3G inh	Glioma ERSR ind	SMILES
-9%	-8	-16	-4%	0.0%	-11%	6%	1%	-2%	COc1ccc(C(=O)COC(=O)c2cc(C)no2)c(OC)c1
-7%	3	-7	.	.	-4%	0%	1%	-7%	CC(C)NC(=O)N(C)C[C@H]1OCCCC[C@H](C)Oc2ccc(NS(=O)(=O)c3ccccc3)cc2C(=O)N([C@H](C)CO)C[C@H]1C
?	-12	-19	-1%	0.6%	7%	-36%	-1%	-6%	COc1ccc2nc(-n3c(O)c(C4=c5ccccc5=NC4=O)[nH]c3=S)sc2c1
-18%	-1	1	-3%	-0.1%	0%	10%	0%	-8%	C=CCN1C(=O)c2ccc(C(=O)N(C)CC(=O)Nc3ccccc3Cl)cc2C1=O
-24%	-3	8	4%&-1%	.	9%	7%	0%&-1%	1%&3%	COC(=O)c1ccc2nc3c(cc2c1)[C@@H]1CCN2C(=O)CCC[C@H](C3)[C@H]12
-2%	-17	-4	-4%[57.1 µM]	-0.6%	17%	1%	0%	0%	O=C(CSc1nnc(-c2cccnc2)o1)Nc1cccc(F)c1
